GSK3beta inhib – human GSK3beta kinase inhibition | GST-GSK3beta kinase, ADP-Glo luminescence, 60 min; active compounds read low | activity score (negative = inhibition), % at 10 µM | 300,000 compounds, 0.038% hits;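 active = more than half of replicate wells score below -50%, meaning over 50% inhibition versus plate controls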;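 note: 0% = median DMSO wells and -100% = median GW8510 positive control wells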
Target sequence (P49841 whole entry, looked up): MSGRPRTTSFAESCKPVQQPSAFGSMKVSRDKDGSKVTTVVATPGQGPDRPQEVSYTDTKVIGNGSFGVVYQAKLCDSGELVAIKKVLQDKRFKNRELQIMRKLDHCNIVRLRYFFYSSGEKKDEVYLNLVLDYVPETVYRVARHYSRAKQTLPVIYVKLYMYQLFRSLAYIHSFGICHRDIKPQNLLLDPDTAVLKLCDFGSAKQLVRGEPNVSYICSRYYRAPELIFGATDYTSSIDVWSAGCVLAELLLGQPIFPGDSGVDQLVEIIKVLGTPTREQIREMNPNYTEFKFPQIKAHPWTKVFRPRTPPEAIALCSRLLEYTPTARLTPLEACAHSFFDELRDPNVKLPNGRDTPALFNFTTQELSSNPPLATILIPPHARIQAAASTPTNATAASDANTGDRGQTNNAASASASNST
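Assay system: GST-fused GSK3beta enzyme, cell-free / Medium: Tris pH 7.5 buffer with MgCl2, DTT, BSA, heparin / Also added: peptide substrate plus 25 µM ATP (final) / Compound: 10 µM single point / Timing: kinase reaction with compound 60 min at room temperature / Detection: ADP-Glo luminescence / Benchmarks: DMSO neutral wells and GW8510 at 20 µM as positive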
RGS4 act – RGS4 potentiation or activation; B-score at 10 µM; 310,000 compounds, 0.92% hits; HEK293 M3R/inducible RGS4, carbachol calcium flux Fluo4; active compounds read low; AID 463111;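 active = B-score of the integrated calcium signal more than 4 SD below the library mean, with starting fluorescence not abnormally high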;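 note: negative B-score means reduced calcium response which marks RGS4 activation or potentiation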
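System: HEK293 FlpIn-TREx cells, stable M3R, doxycycline-inducible RGS4. Timing: overnight RGS4 induction, 30 min dye load 37 °C, 20 min compound RT. Also added: carbachol, ECmax concentration. Measured by: Fluo4 fluorescence kinetic imaging of calcium. Evaluation: integrated calcium ratio converted to B score.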
KCNQ1 block – blocks the human KCNQ1 potassium channel; P51787; CHO-K1 KCNQ1, FluxOR thallium flux fluorescence; active compounds read high; B-score at 10 µM; 310,000 compounds, 1.3% hits; AID 2642;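 active = compounds whose thallium flux B-score, printed positive for inhibition, exceeds three library SD while starting fluorescence stays within three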;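 note: channel opened by potassium depolarization with thallium stimulus after 20 min compound exposure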
KCNK3 inh – human KCNK3 channel inhibition, primary screen | CHO-KCNK3 thallium flux, FluxOR fluorescence; active compounds read low | B-score at 10 µM | 340,000 compounds, 0.84% hits;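 active = B-score under library mean minus 4 SD, starting fluorescence ratio at most library mean plus 5 SD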;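 note: more negative B-score means stronger inhibition of thallium flux through KCNK3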
KCNK9 block – blocks the human KCNK9 two-pore domain potassium channel; AID 488922; B-score at 10 µM; HEK293 KCNK9, FluxOR thallium flux fluorescence; active compounds read low; 310,000 compounds, 1.2% hits;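 active = ratio B-score over 3 SD below the library mean, with starting fluorescence within 5 SD of its mean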;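 note: negative B-score means less thallium flux so channel inhibition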
Target sequence (Q9NPC2 whole entry, looked up, the tested form may be a part): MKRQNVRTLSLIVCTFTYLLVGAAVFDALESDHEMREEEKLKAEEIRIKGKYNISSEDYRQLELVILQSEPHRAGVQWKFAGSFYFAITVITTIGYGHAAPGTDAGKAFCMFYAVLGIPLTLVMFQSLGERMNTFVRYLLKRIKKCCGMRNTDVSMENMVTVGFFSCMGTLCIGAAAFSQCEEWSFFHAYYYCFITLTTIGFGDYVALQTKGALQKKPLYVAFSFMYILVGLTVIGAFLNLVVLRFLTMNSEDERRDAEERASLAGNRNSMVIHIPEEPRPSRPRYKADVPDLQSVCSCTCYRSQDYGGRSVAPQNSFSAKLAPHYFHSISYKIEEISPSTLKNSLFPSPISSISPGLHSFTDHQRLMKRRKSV
DYRK1A inh – inhibitors of rat Dyrk1A kinase. ADP-Glo luminescence, NFATc1 peptide. inhibition, % at 12.5 µM. Q63470. 310,000 compounds, 0.43% hits; in the data active = inhibition above about 50%;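 note: plate controls were vehicle with enzyme for no effect and no enzyme for full effect; many of its hits are not listed in these tables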
KCNQ1 act – potentiates or activates the human KCNQ1 potassium channel; P51787; CHO-K1 KCNQ1, thallium flux FluxOR fluorescence; active compounds read high; B-score at 10 µM; 310,000 compounds, 0.35% hits;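 active = fluorescence ratio B-score, a plate-corrected score, at least three library SD, with initial intensity B-score within 5 SD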
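Test system: CHO-K1 cells stably expressing KCNQ1 / Medium: assay buffer / Also added: depolarizing K+/Tl+ stimulus, K2SO4 and Tl2SO4 each 12.5 mM in 5x stock / Incubation: 90 min dye loading and 20 min compound exposure, both at room temperature / Signal: thallium influx via FluxOR fluorescence, kinetic imaging / Evaluation: B score of baseline-normalized fluorescence ratio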
PolyA inhibitor – inhibitors of polyadenylation in S. cerevisiae; S. cerevisiae SKY197-pL101 polyadenylation reporter, beta-gal luminescence; efflux-impaired pdr1/pdr3 knockout yeast; score 100 = 6 SD above DMSO; calls only at 12 µM; 300,000 compounds, 0.02% hits; AID 1875;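 active = lowest replicate activity score at least 50, where 100 means six control SD above control mean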;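 note: yeast exposed to compound for 9 h at 30 °C; higher score means more reporter readthrough which indicates perturbed polyadenylation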
hERG protect – hERG (human) protection from proarrhythmic block; Q12809; activation (rescue from dofetilide block), less the hit threshold, % at 10 µM; 310,000 compounds, 0.51% hits; CHO-hERG, FluxOR thallium flux, dofetilide IC70 present;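 active = activation above the mean of controls blocked by dofetilide plus 5 SD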;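 note: thallium influx through hERG after potassium depolarization seen as dye fluorescence rise; in these data hits start at about 4.7%; inactives centre near -7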
HDAC3 inhib – human HDAC3 inhibition; inhibition, % at 8.3 µM; O15379; recombinant HDAC3, fluorogenic peptide/trypsin coupled, fluorescence; AID 2718; 320,000 compounds, 0.15% hits; in the data active = inhibition above about 26%, passing the limit was not always enough
GSK3 alpha inh – inhibitors of human GSK-3 alpha kinase; P49840; ADP-Glo luminescence, 60 min; inhibition, % at 10 µM; 320,000 compounds, 0.1% hits; AID 2650;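 in the data active = inhibition above about 50%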;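 note: GST-tagged GSK-3 alpha with peptide substrate and 25 µM ATP; 0% = DMSO neutral wells and 100% = GW8510 positive control wells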
* marks the source's active call; other numbers are inactive results; i = inactive; . = no result given. Some of the compounds tested; rates above refer to the full screens.

SMILES	GSK3beta inhib	RGS4 act	KCNQ1 block	KCNK3 inh	KCNK9 block	DYRK1A inh	KCNQ1 act	PolyA inhibitor	hERG protect	HDAC3 inhib	GSK3 alpha inh
CCNC(=O)CC1C(=O)N(CC)C(=S)N1NC(=O)c1ccc(Cl)cc1 (configuration not stated)	0	i	i	i	i	1	i	i	-12	6	0
COc1ccc(C2CC3(O)CC(C#N)(C(=O)N3)C2(C#N)C#N)cc1 (configuration not stated)	-2	i	i	i	i	-2	i	i	-4	0	2
CCN(CCCNC(=O)CCCCn1c(=O)[nH]c2ccccc2c1=O)c1ccccc1	-2	i	i	i	i	-2	i	i	-8	-1	-3
Cc1ccc(Cl)cc1NC(=O)COC(=O)CC1CC2CCC1C2 (configuration not stated)	1	i	i	i	i	-7	i	i	0	1	-1
COc1ccccc1OCCOc1ccccc1/C=N/n1cnnc1	0	i	i	i	i	3	i	i	0	2	2
O=C(NCCCN1CCOCC1)c1ccc2c(c1)N(Cc1ccccc1)CCS2	-3	i	i	i	i	4	i	i	-13	-51	2
O=C(NCC1CCCO1)C1CCN(S(=O)(=O)c2ccc(Br)cc2)CC1 (configuration not stated)	2	i	i	i	i	-5	i	i	-5	10	0
COc1ccccc1-n1c(CNC(=O)c2ccco2)nnc1SCC(=O)Nc1ccc(F)cc1	-1	i	i	i	i	-5	i	i	-3	0	-2
CC(C)(C)NS(=O)(=O)c1ccc(CCC(=O)Nc2cc(Cl)ccc2Oc2ccccc2)cc1	1	i	i	i	i	4	i	i	-5	6	7
COc1cccc(/C=C/C(=O)OCC(=O)c2c[nH]c3ccccc23)c1OC	1	i	i	i	i	0	i	i	-5	4	0
CCOc1ccc(NC(=O)c2cc(SC)ccc2Cl)cc1	0	i	i	i	i	-1	i	i	-5	7	0
Clc1ccccc1-c1nc(-c2ccccc2)n[nH]1	-4	i	i	i	i	39	i	i	-8	3	2
O=S(=O)(Nc1ccncc1Cl)c1ccc2ccccc2c1	4	i	i	i	i	0	i	i	-12	-4	-4
C=CCN(c1ccc(F)cc1)S(=O)(=O)c1cc(C(=O)OCC(=O)N(C)C2CCS(=O)(=O)C2)ccc1Cl (configuration not stated)	-1	i	i	i	i	0	i	i	-5	-10	-1
N#C/C(C(=O)N1CCCCC1)=C1\Nc2ccccc2S1	1	i	i	i	i	1	i	i	-9	2	-1
COc1ccc(NC(=O)c2ccc(NS(=O)(=O)c3cccc4cccnc34)cc2)cc1	-3	i	i	i	i	-4	i	i	0	-1	-3
Cc1ccc(C)c(SCC(=O)Nc2cccc(S(=O)(=O)NC3=NCCCCC3)c2)c1	5	i	i	i	i	2	i	i	-5	4	0
O=[N+]([O-])c1ccc(-c2cn3c(n2)SCC3)cc1	-3	i	i	i	i	.	i	i	-4	5	-2
Cn1c(=O)c2c(nc(NCCO)n2CCCc2ccccc2)n(C)c1=O	-8	i	i	i	i	-2	i	i	-5	-3	0
CCCCC(SCC(=O)Nc1ccccc1)C(=O)O (configuration not stated)	1	i	i	i	i	-2	i	i	-3	3	-10
CC1=C(C#N)C(C(F)(F)F)(C(F)(F)F)N=C(c2ccco2)N1	-5	i	i	i	i	5	i	i	-15	7	-2
NC1=NC(=O)/C(=C\c2ccc(O)c([N+](=O)[O-])c2)S1	-7	i	i	i	i	79*	i	i	-11	-2	13
CCCCN(C(=O)CCSc1ccc(F)cc1)c1c(N)n(Cc2ccccc2)c(=O)[nH]c1=O	-3	i	i	i	i	-9	i	i	-11	-1	-1
CC(=O)Nc1ccc(N(CC(=O)NCC2CCCO2)C(=O)CCC(=O)Nc2cc(C)on2)cc1 (configuration not stated)	2	i	i	i	i	2	i	i	-8	-1	0
CC(=O)N1c2ccc(S(=O)(=O)N3CCCC3)cc2CC1C(=O)NCc1cccc(F)c1 (configuration not stated)	0	i	i	i	i	-1	i	i	-9	-9	9

Gathered by group: those above containing two or more sulfur atoms
SMILES	GSK3beta inhib	RGS4 act	KCNQ1 block	KCNK3 inh	KCNK9 block	DYRK1A inh	KCNQ1 act	PolyA inhibitor	hERG protect	HDAC3 inhib	GSK3 alpha inh
C=CCN(c1ccc(F)cc1)S(=O)(=O)c1cc(C(=O)OCC(=O)N(C)C2CCS(=O)(=O)C2)ccc1Cl (configuration not stated)	-1	i	i	i	i	0	i	i	-5	-10	-1
Cc1ccc(C)c(SCC(=O)Nc2cccc(S(=O)(=O)NC3=NCCCCC3)c2)c1	5	i	i	i	i	2	i	i	-5	4	0

Remaining list, next part:
SMILES	GSK3beta inhib	RGS4 act	KCNQ1 block	KCNK3 inh	KCNK9 block	DYRK1A inh	KCNQ1 act	PolyA inhibitor	hERG protect	HDAC3 inhib	GSK3 alpha inh
O=Cc1ccc2oc3nc4n(c(=O)c3c(=O)c2c1)CCCS4	-2	i	i	i	i	11	i	i	-3	-6	1
CCCCN(C)CCNC(=O)c1cn(C)c(=O)c2c1c1ccccc1n2C	-1	i	i	i	i	.	i	i	-7	-3	2
Cc1ccc(C)c(S(=O)(=O)/N=C2\C=C(NS(=O)(=O)c3ccccc3)C(=O)c3ccccc32)c1	-1	i	10*	i	i	2	i	i	-17	1	3
O=C(Nc1ccccc1C(=O)O)c1ccc2ccccc2n1	6	i	i	i	i	14	i	i	-7	0	-1
COc1ccc(-c2ccc(NS(=O)(=O)c3cc([N+](=O)[O-])c(C)c([N+](=O)[O-])c3)cc2)nn1	2	i	i	i	i	0	i	i	-9	1	-4
COc1cc(S(=O)(=O)N(Cc2cccnc2)Cc2ccco2)ccc1-n1cnnn1	-1	i	i	i	i	.	i	i	-2	.	-1
Cc1ccc(S(=O)(=O)NCc2ccncc2)c(C)c1C	5	i	7*	i	i	6	i	i	-20	2	-2
CCc1ccccc1N1C(=O)CC(N2CCc3ccccc32)C1=O (configuration not stated)	-26	i	i	i	i	-4	i	i	-9	7	-1
Cc1ccc(-n2nnnc2CSc2nnc(-c3ccc(O)cc3)o2)cc1	0	i	i	i	i	30	i	i	-10	2	67*
CCOC(=O)c1ccc(N2CN(CC)CNC2=S)cc1	2	i	i	i	i	7	i	i	-5	-7	-1
CCOC(=O)CSCC(=O)Nc1ccc(S(=O)(=O)N2CCCCC2)cc1	-4	i	i	i	i	-2	i	i	-8	1	3
COc1ccccc1N1CCN(C(=O)c2cc(C)oc2C)CC1	1	i	i	i	i	3	i	i	-19	.	.
COCCCNC(=S)Nc1ccc2c(c1)OCCO2	-2	i	i	i	i	2	i	i	-8	0	0
CC(=O)c1sc(=S)n(-c2ccccc2)c1C	1	i	i	i	i	6	i	.	-1	0	2
COc1ccccc1CNC(=O)c1cc(S(=O)(=O)N2CCCCC2)c[nH]1	1	i	i	i	i	3	i	i	-14	-8	-1
O=C(CNc1cccc(C(F)(F)F)c1)N/N=C/c1cn(-c2ccccc2)nc1-c1ccccc1	2	i	i	i	i	4	i	i	-5	4	-2
COc1ccc(CCN2CC(C(=O)N(C)CCOc3ccccc3)CCC2=O)cc1 (configuration not stated)	4	i	i	i	i	5	i	i	-6	-4	1
Clc1ccccc1Cc1noc(CN2CCN3CCCC3C2)n1 (configuration not stated)	-3	i	i	i	i	-1	i	i	-7	3	-1
CC(OC(=O)CNS(=O)(=O)c1ccc(C#N)cc1)C(=O)Nc1ccc(Cl)cn1 (configuration not stated)	-5	i	i	i	i	3	i	i	-8	.	.
COC(=O)c1ccc2c(=O)n(CCCN3CCCC3=O)c(=S)[nH]c2c1	-6	i	i	i	i	0	i	i	-2	4	-2
COCCNC(=O)CSc1nc(-c2ccc(OC)c(OC)c2)cc(C(F)(F)F)n1	5	i	i	i	i	-2	i	i	-8	15	1
CC(=O)Nc1ccc(N2CCCCC2)c(C(=O)Nc2cccc(C)c2)c1	2	i	i	i	i	6	i	i	-21	13	1
Cc1ccc(-n2c(P(C)(=O)O)nc3ccccc32)cc1	4	i	i	i	i	-4	i	i	-12	-2	-5
CN(CC(=O)Nc1cccc(F)c1)C(=O)CCCN1C(=O)c2cccc3cccc(c23)C1=O	-2	i	i	i	i	23	i	i	-14	-3	3
Cc1cc2c(C)nc(N/N=C/c3ccc(F)cc3)nc2o1	-1	i	i	i	i	-1	i	i	-2	8	.
The list goes on:
SMILES	GSK3beta inhib	RGS4 act	KCNQ1 block	KCNK3 inh	KCNK9 block	DYRK1A inh	KCNQ1 act	PolyA inhibitor	hERG protect	HDAC3 inhib	GSK3 alpha inh
COC(=O)N/N=C/c1ccccc1OCc1ccccc1	3	i	i	i	i	-8	i	i	-10	2	1
Cc1ccc(C)c2sc(N3CCN(C(=O)c4ccc([N+](=O)[O-])o4)CC3)nc12	6	i	i	i	i	13	i	i	-12	.	.
O=C(Oc1cc(=O)n2ccccc2n1)c1ccccc1	-5	i	i	i	i	0	i	i	-12	38*	1
CCOC(=O)c1csc(NC(=O)c2cc(OC)c(OC)c(OC)c2)n1	-3	i	i	i	i	8	i	i	-11	-3	-4
O=c1cc(O)nc(SCc2ccccc2)[nH]1	0	i	i	i	i	3	i	i	-16	4	-4
COc1cc(C(=O)O)c2c(c1C)OC(=O)c1c(C)cc(O)c(C=O)c1O2	6	i	i	i	i	4	i	i	-10	-1	-7
C=CCn1c(=O)c2c(nc3n2CC(C)CN3Cc2ccccc2)n(C)c1=O (configuration not stated)	-13	i	i	i	i	-7	i	i	-2	0	-3
O=C(c1ccco1)N1CCN(Cc2nnc(-c3ccccc3)o2)CC1	0	i	i	i	i	-9	i	i	-4	-4	1
CC(C)(C)NC(=O)/C(=C\c1ccco1)NC(=O)c1cccs1	-3	i	i	i	i	-3	i	i	-1	3	-2
Nc1ccc(Oc2ccc([N+](=O)[O-])cc2[N+](=O)[O-])cc1	-1	i	i	i	i	-1	i	i	-7	2	-5
CN(CC(=O)Nc1ccccc1Br)C(=O)CCCSc1nc2ccccc2[nH]1	-2	i	i	i	i	7	i	i	-12	8	-4
Cc1ccc(NC2c3ncccc3C(=O)N2C2CCCCC2)cc1C (configuration not stated)	1	i	i	i	i	3	i	i	-3	-1	0
O=C(NC1CCCC1)C(c1cccnc1)N(CCc1ccccc1)C(=O)c1ccco1 (configuration not stated)	-4	i	i	i	i	0	i	i	-2	-4	3
CCOc1ccc(NS(=O)(=O)c2cc(NC(=O)c3cccc(C)c3)ccc2Cl)cc1	-23	i	i	i	i	-3	i	i	-3	-5	-3
CCOc1ccc(C(=O)/C=C/c2ccc(SC)cc2)cc1	-1	i	i	i	i	-7	i	i	-10	1	-4

High-throughput results as filed in PubChem BioAssay.
